Rac1 wt GTP bind – alters GTP binding to wildtype human Rac1. hit rate 0.27% among 190,000. GTP binding activity (% of control), % at 10 µM. P63000. GST-Rac1 beads, fluorescent GTP binding, flow cytometry; actives lie on both sides; 0 = cold GTP competed, 100 = untreated. AID 757;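 active = GTP binding activity at least 20 points away from the 100% control level, either lower or higher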
Avidin bead fluor – avidin bead compound fluorescence profile. Avidin beads, compound fluorescence 488/530 nm, flow cytometry; hits give high values. fluorescence (KMESF) at 10 µM. hit rate 0.38% among 220,000; in the data active = fluorescence above about 47; note: inactives centre near 10
Rac1 act GTP bind – alters GTP binding to activated mutant human Rac1 | GST-Rac1 activated beads, fluorescent GTP binding, flow cytometry; actives lie on both sides; 100% means binding = to untreated wells | percent activity (GTP binding), % at 10 µM | hit rate 0.11% among 190,000;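 active = GTP binding at least 20 percentage points away from the 100% baseline, in either direction, so actives lie on both sides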
HRas wt GTP – modulators of GTP binding to human HRas wildtype; hit rate 0.14% among 190,000; GST-Ras wt beads, Bodipy-FL-GTP binding, flow cytometry; actives lie on both sides; P01112; AID 759; GTP binding activity, % at 10 µM;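 active = GTP binding activity at least 20% away from the 100% baseline, either lowered as inhibitor or raised as activator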;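 note: 0% = unlabeled GTP competition control and 100% = no-compound control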
Target sequence (P01112 whole entry, looked up): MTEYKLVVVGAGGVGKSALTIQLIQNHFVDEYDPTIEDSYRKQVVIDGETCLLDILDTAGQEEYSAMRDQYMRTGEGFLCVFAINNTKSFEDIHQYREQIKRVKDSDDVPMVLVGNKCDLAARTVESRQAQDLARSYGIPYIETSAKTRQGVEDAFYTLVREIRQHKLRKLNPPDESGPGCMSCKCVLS
Rab2 wt GTP – changes GTP binding to wildtype dog Rab2A, up or down. P61105. GST-Rab2 wt beads, Bodipy-GTP binding, flow cytometry. GTP binding activity, % at 10 µM. hit rate 0.19% among 190,000. AID 760;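 active = GTP binding activity at least 20 points away from 100%, either lowered or raised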;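 note: 0% = beads with excess unlabeled GTP and 100% = no-compound control corrected for plate trend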
GSH bead fluor – GSH bead compound fluorescence profile | GSH beads flow cytometry, compound fluorescence 488/530 nm; hits give high values | fluorescence (KMESF) at 10 µM | hit rate 0.25% among 190,000; in the data active = fluorescence above about 89;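 note: glutathione beads carrying GST-tagged Bcl family fusion proteins plus one bare bead set; values are compound well signal with DMSO vehicle wells as background; inactives centre near 16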
Pf gametocyte – kills late stage P. falciparum gametocytes. P. falciparum stage V gametocytes, ATP luminescence, 24 h. inhibition, % at 10.9 µM. hit rate 0.065% among 150,000. AID 743093;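 active = inhibition above the mean plus 3 SD of compounds within the control limits, set per campaign, cut at about 38% in these data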;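 note: 0% = DMSO wells and 100% = medium only without gametocytes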
ABCG2 block – inhibitors of human ABCG2 transporter, ABCB1 counter-screen; hit rate 0.1% among 190,000; IgMXP3 cells, JC-1 efflux, flow cytometry; Q9UNQ0; AID 1325; inhibition, % at 6.6 µM;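 active = inhibition above 80%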;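 note: 0% = DMSO and 100% = nicardipine control wells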
Target sequence (Q9UNQ0 whole entry, looked up): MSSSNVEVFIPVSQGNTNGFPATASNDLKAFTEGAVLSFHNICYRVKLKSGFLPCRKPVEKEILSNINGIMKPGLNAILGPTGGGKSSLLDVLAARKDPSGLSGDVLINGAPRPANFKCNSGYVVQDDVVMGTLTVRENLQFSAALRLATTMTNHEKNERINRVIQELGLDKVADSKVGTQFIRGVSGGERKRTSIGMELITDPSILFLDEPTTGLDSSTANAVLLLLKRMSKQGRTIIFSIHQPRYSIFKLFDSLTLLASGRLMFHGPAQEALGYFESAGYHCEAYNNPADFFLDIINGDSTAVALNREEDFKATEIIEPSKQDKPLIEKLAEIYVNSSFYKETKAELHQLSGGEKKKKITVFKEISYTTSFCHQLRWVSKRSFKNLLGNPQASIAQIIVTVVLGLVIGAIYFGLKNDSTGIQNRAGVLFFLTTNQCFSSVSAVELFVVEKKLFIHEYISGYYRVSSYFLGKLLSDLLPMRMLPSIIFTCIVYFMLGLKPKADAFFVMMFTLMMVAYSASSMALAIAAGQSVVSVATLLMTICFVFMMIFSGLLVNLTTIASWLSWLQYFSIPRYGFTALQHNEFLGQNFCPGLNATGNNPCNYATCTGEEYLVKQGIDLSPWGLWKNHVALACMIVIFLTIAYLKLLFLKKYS
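material = IgMXP3 (ABCG2) plus far-red-tagged CCRF-Adr (ABCB1) cells | amount = 3 million cells/mL, equal mix of both lines | also added = JC-1 transporter substrate | dosing = one concentration, 6.6 µM final | schedule = 10 min at 25 °C | measured by = flow cytometric JC-1 green MFI at 530 nm | read-out basis = percent efflux inhibition, scaled nicardipine 100% to DMSO 0%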
Cdc42 wt – modulators (inhibitors or activators) of GTP binding to human Cdc42 wildtype; GST-Cdc42 beads, Bodipy-GTP binding, flow cytometry; actives lie on both sides; hit rate 0.2% among 190,000; AID 761; P60953; percent activity (GTP binding), % at 10 µM;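 active = percent activity GTP binding at least 20 points away from the 100% baseline, either down as inhibitor or up as activator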;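 note: median bead fluorescence of bound Bodipy-FL-GTP at 100 nM; 0% = excess unlabeled GTP control and 100% = no compound control; below 100% means less GTP binding so inhibitor and above means activator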
Target sequence (P60953 whole entry, looked up): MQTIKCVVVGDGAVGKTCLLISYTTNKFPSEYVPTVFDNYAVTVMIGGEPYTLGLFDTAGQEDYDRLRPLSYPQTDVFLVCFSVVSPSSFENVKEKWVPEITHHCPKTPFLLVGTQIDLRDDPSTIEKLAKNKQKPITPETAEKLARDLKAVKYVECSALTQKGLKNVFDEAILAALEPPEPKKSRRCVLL
ABCB1 block – human ABCB1 inhibition, ABCG2 as counter-screen; inhibition, % at 6.6 µM; P08183; hit rate 0.067% among 190,000; CCRF-Adr cells, JC-1 efflux, flow cytometry; in the data active = inhibition above about 40%;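 note: 0% = vehicle and 100% = reference inhibitor; higher value means more JC-1 retained so stronger ABCB1 efflux block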
Rab7 wt GTP bind – dog Rab7 wildtype GTP binding, inhibitors and activators | GST-Rab7 beads, fluorescent GTP binding, flow cytometry; actives lie on both sides; untreated = 100%, excess cold GTP = 0% | GTP binding activity (percent of control), % at 10 µM | hit rate 0.055% among 190,000 | AID 758;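 active = fluorescent GTP binding to Rab7 beads changed by at least 20 points from the 100% baseline, either direction, mostly lower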;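 note: median green fluorescence of bound Bodipy-FL-GTP per Rab7 bead population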
* = called active by the depositor; x = no result given. No enrichment for hits; 1.1% or so of the library scored in one or more.

structure	HRas wt GTP	Avidin bead fluor	Rac1 wt GTP bind	GSH bead fluor	Rac1 act GTP bind	Cdc42 wt	Rab2 wt GTP	Pf gametocyte	ABCG2 block	Rab7 wt GTP bind	ABCB1 block
CCCCn1c(SCC(=O)N2CCCC2)nnc1-c1ccccc1	98	12	95	14	94	96	96	x	2	97	0.6
Cc1cc(C)c(Nc2cc(S(=O)(=O)O)c(N)c3c2C(=O)c2ccccc2C3=O)c(C)c1	92	11	93	12	92	93	93	20	-6	90	-0.9
Cc1cc(CNC(=O)c2cc(Br)ccc2Cl)nn1C	98	8	101	48	99	98	97	x	0	100	0.0
O=C(Cn1c(C(=O)N2CCc3ccccc3C2)cc2sccc21)c1ccccc1	101	6	101	19	100	103	102	x	3	95	1.4
Cc1cc(C)cc(N=Cc2ccc([N+](=O)[O-])s2)c1	105	3	102	10	102	101	101	5	-1	101	-0.3
CC(C)CC(=O)Nc1nnc(SCC(=O)Nc2ccc3c(c2)OCO3)s1	97	11	97	20	95	100	95	-11	4	100	0.0
N#CC1=C(N)Oc2c(oc(CO)cc2=O)C1c1ccsc1 (stereo not given)	97	5	98	35	97	100	96	x	0	97	0.3
O=C1c2cccnc2C(Nc2ccc(S(=O)(=O)N3CCCCCC3)cc2)N1Cc1ccccc1 (stereo not given)	100	25	106	9	96	101	98	x	3	98	1.5
CC(=O)Nc1cccc(NC(=O)CSc2nnc(Cc3cccn3C)n2-c2ccc(C)cc2)c1	96	19	96	12	96	99	95	-17	6	97	0.6
CCOC(=O)c1ccc(NNC(=O)CC)c([N+](=O)[O-])c1	97	24	99	11	94	95	100	-26	0	98	-0.6
ONC(=Nc1ccccc1)C(=Nc1ccccc1)NO	100	5	103	36	97	99	99	x	-3	102	-2.2
N#Cc1ccccc1NC(=O)c1cc(=O)c2ccccc2o1	96	9	101	15	97	99	101	4	8	100	0.5
O=C(OCCC1Oc2cccnc2NC1=O)c1ccc(F)cc1 (stereo not given)	92	9	95	15	94	98	98	-21	7	106	0.0
CCOC(=O)c1c(NC(=O)C(C)NCc2ccco2)sc2c1CCC(C)C2 (stereo not given)	98	33	102	17	97	100	97	x	1	99	0.5
CC(C)OC(=O)CC(=O)CSc1nc2c(c(-c3cccs3)c1C#N)CCC2	97	10	103	10	101	101	99	x	2	97	0.0
COC(=O)c1sccc1NC(=S)N1CCN(c2cccc(C)c2C)CC1	97	3	101	14	96	99	93	-11	-6	94	-2.0
Cc1ccc(C)c(NC(=S)NNC(=O)c2ccco2)c1	104	14	106	29	105	105	102	x	10	99	0.7
Cc1ccc(-c2nc(=S)c3c(n2Cc2ccco2)CC(C)(C)OC3)cc1	103	9	110	14	99	100	107	x	-2	103	-0.1
O=C(COc1ccc(-c2ccccc2)cc1)N/N=C/c1cc(O)ccc1Br	92	8	91	4	89	92	91	-7	-1	94	-0.4
O=C(CSc1nnnn1-c1ccc(O)cc1)N1N=C(c2ccc3ccccc3c2)CC1c1ccccc1 (stereo not given)	102	13	103	16	99	98	100	x	-7	103	-0.8
COc1cccc(NC(=S)NN2C(C)CCCC2C)c1 (stereo not given)	99	16	101	15	100	99	98	-14	-1	101	0.3
CCOC(=O)C1=C(C)OC(N)=C(C#N)C1c1cc2cc(C)ccc2nc1N1CCCCC1 (stereo not given)	101	7	104	16	97	101	98	-34	0	102	0.5
C/C(=N\NC(=O)c1cccnc1)c1ccc(OC2OCCOC2Oc2ccc(/C(C)=N/NC(=O)c3cccnc3)cc2)cc1 (stereo not given)	95	8	97	17	94	96	94	10	7	98	0.4
O=c1c2ccccc2nc(SCc2nnc(-c3ccccc3)o2)n1-c1ccc(F)cc1F	95	7	95	5	93	96	92	6	1	93	0.3
COc1ccc(N(/N=C2\Sc3ccccc3C2=O)C(C)=O)cc1	97	11	100	17	93	98	100	-2	1	104	-1.6

Three structures already listed, sorted by count of non-hydrogen atoms, low to high.
structure	HRas wt GTP	Avidin bead fluor	Rac1 wt GTP bind	GSH bead fluor	Rac1 act GTP bind	Cdc42 wt	Rab2 wt GTP	Pf gametocyte	ABCG2 block	Rab7 wt GTP bind	ABCB1 block
ONC(=Nc1ccccc1)C(=Nc1ccccc1)NO	100	5	103	36	97	99	99	x	-3	102	-2.2
O=c1c2ccccc2nc(SCc2nnc(-c3ccccc3)o2)n1-c1ccc(F)cc1F	95	7	95	5	93	96	92	6	1	93	0.3
CC(=O)Nc1cccc(NC(=O)CSc2nnc(Cc3cccn3C)n2-c2ccc(C)cc2)c1	96	19	96	12	96	99	95	-17	6	97	0.6

Later entries:
structure	HRas wt GTP	Avidin bead fluor	Rac1 wt GTP bind	GSH bead fluor	Rac1 act GTP bind	Cdc42 wt	Rab2 wt GTP	Pf gametocyte	ABCG2 block	Rab7 wt GTP bind	ABCB1 block
CCCCSc1nc2c(cc1C#N)CCC2	92	13	92	26	92	93	94	8	3	93	0.5
Nn1c(-c2ccccn2)nnc1-c1ccccn1	97	5	96	25	94	97	97	x	1	98	0.1
Cc1c(NP(=O)(Oc2ccccc2F)Oc2ccccc2F)c(=O)n(-c2ccccc2)n1C	98	14	103	21	97	101	98	-4	14	93	1.8
CSc1nc2c(c(=O)[nH]1)C(c1cccc(Cl)c1Cl)CC(=O)N2 (stereo not given)	95	24	99	10	94	96	95	19	1	98	0.3
COCCNC(=S)Nc1ccc2[nH]c(=O)[nH]c2c1	96	9	91	17	92	97	95	-2	10	95	2.2
CCOC(=O)C1=C(N)N(c2ccccc2)C2=C(C(=O)CCC2)C1c1cccnc1 (stereo not given)	95	4	99	7	96	97	91	-31	-2	95	1.2
Cc1ccc(C)c(CSc2nnc(C)c(=O)n2N)c1	98	24	95	8	96	93	98	-18	1	105	0.3
C=CCC1(CC=C)CCCN1C(=O)CC1C(=O)NCCN1Cc1ccc(OC)c(OC)c1 (stereo not given)	99	11	99	14	96	98	95	-3	1	96	0.6
CCOC(=O)c1cccc(S(=O)(=O)N(CCO)Cc2cc3cc(OC)ccc3[nH]c2=O)c1	98	12	97	32	93	98	96	x	6	96	1.2
Cc1ccc(N2C(=O)CC(NCc3ccc4c(c3)OCO4)C2=O)cc1Cl (stereo not given)	101	40	102	14	98	101	101	x	1	101	0.1
O=[N+]([O-])c1ccc(-c2nc(-c3cccs3)c(-c3cccs3)[nH]2)cc1	95	12	96	14	97	95	95	22	4	96	2.4
Cc1cc(C)cc(NC(=O)CN2C(=O)NC(C)(c3ccccc3)C2=O)c1 (stereo not given)	101	10	102	19	100	101	103	1	2	98	0.6
C/C(=N/NC(=O)c1ccco1)c1cccc(NC(=O)c2ccc(C)o2)c1	101	4	100	21	99	99	97	21	1	98	0.1
COc1ccccc1NC(=S)N1CCCC1	103	4	106	11	100	105	101	x	7	103	0.8
O=C(NC1CCCCC1)C(c1ccncc1)N(Cc1ccc2c(c1)OCO2)C(=O)c1cnsn1 (stereo not given)	96	22	96	17	94	94	95	6	1	97	0.6
COc1ccccc1CCN=C(N)NS(=O)(=O)c1ccc(C)cc1	96	9	100	28	96	93	99	5	0	100	0.0
Cc1c(C(=O)NCc2n[nH]c(=S)n2-c2ccc(F)cc2)cccc1[N+](=O)[O-]	98	14	101	9	95	97	98	-8	0	106	0.1
CCOC(=O)c1sc(NC(=O)c2ccncc2)nc1C	101	4	104	15	100	101	100	x	0	98	0.1
CCCCNS(=O)(=O)c1ccc(OC)c2ncccc12	100	12	99	14	98	103	100	6	1	97	0.2
CN1CCN(CC(=O)Nc2nc(-c3ccccc3)cs2)CC1	102	9	109	15	102	105	104	-6	1	104	0.5
CCCCNC(=O)/C(C#N)=c1\s/c(=C\c2ccccc2OC(F)F)c(=O)n1CCCOC	101	15	106	11	100	104	100	-2	33	101	1.8
O=C(Nc1cccc(F)c1)c1c(O)c2cccc3c2n(c1=O)CCC3	95	6	99	12	95	96	95	x	0	96	0.2
O=C(CCCN1C(=O)c2cccc3cccc(c23)C1=O)N1CCN(c2ccccn2)CC1	98	7	100	4	101	99	98	x	3	98	1.1
O=C(OCC(=O)N1CCN(c2ccccc2)CC1)C1=COCCO1	101	10	105	35	101	105	102	3	0	100	0.1
Cc1cccc2sc(NC(=O)Cn3cccc3)nc12	104	6	112	13	102	110	107	x	2	103	0.4

Next structures:
structure	HRas wt GTP	Avidin bead fluor	Rac1 wt GTP bind	GSH bead fluor	Rac1 act GTP bind	Cdc42 wt	Rab2 wt GTP	Pf gametocyte	ABCG2 block	Rab7 wt GTP bind	ABCB1 block
OCCN1CCN(C(=S)NC2CCCC2)CC1	96	11	98	13	95	97	95	-11	-1	94	0.0
Cc1ccc2nc(-c3cccc(Br)c3)cc(C(=O)NC3=NCCS3)c2c1	97	11	103	16	96	98	97	16	0	97	0.5
Cc1ccc(S(=O)(=O)NCCSc2nnnn2-c2cc(C)ccc2C)cc1	100	39	99	28	95	100	100	x	1	101	0.6
CCOC(=O)C1=C(c2ccc(OC)cc2)C(=O)c2ccccc2C1=O	97	13	102	12	101	103	100	-28	4	96	1.0
CN(C)CCNC(=S)Nc1ccccc1Cl	102	13	105	20	103	102	100	4	-4	104	-0.5
O=C(c1ccc2c3c(cccc13)CC2)C1CCCN(Cc2ccc(OCCO)cc2)C1 (stereo not given)	95	10	95	15	95	93	96	9	3	95	0.9
O=C(Cn1cnc2scc(-c3ccc(F)cc3)c2c1=O)N1CCOCC1	99	6	103	40	99	100	101	x	0	98	0.2
CCOc1ccc(OCC)c(NC(=O)C2CCN(S(=O)(=O)c3cnc[nH]3)CC2)c1	104	8	114	10	101	104	103	x	1	104	0.3
C[N+](C)(C)CCCNC(=O)c1ccc(/C=N/O)nc1	100	10	100	25	96	100	97	17	1	98	-0.1
Cc1ccccc1C(=O)NCC(=O)NNC(=S)NC(=O)c1ccccc1C	98	3	99	8	99	96	97	x	0	94	-0.2
CC(C)[C@H](NC(=O)c1cccc(S(=O)(=O)N2CCOCC2)c1)C(=O)Nc1nc2ccccc2s1	99	13	103	9	96	100	97	x	48	102	1.2
c1ccc(CCc2ccccc2-c2nc(-c3cccnc3)no2)cc1	102	11	106	24	100	104	103	x	74	97	3.2
Cc1cccc2sc(NC(=O)c3ccc(NS(=O)(=O)c4cccs4)cc3)nc12	99	13	102	6	98	99	98	x	-4	99	-1.2
O=[N+]([O-])c1nn(-c2ccccc2)n(O)c1=NC1CCN(Cc2ccccc2)CC1	96	8	98	17	100	97	96	6	17	96	0.8
Cc1[nH]c2ccccc2c1/C=N/NC(=O)CNC(=O)c1ccc2c(c1)OCO2	98	29	100	18	100	100	97	x	0	100	0.0
COCC(=O)Nc1ccc(C(N)=O)cc1	99	23	103	20	98	101	100	-7	0	98	0.0
CC(=O)c1c(C)nc(-c2ccc3c(c2)OCO3)n1O	100	13	102	10	99	101	101	x	1	104	0.0
CC1=CC(C)(C)NC(=S)N1c1cccc2ccccc12	102	21	104	20	99	104	100	x	1	99	0.6
Cc1nc(CSc2ccc(Cl)cc2)cc(N2CCOCC2)n1	96	34	96	12	95	97	94	6	2	94	0.3
